Assay outcomes deposited in PubChem by several laboratories.
RAM network inh = blocks the yeast RAM network. S. cerevisiae dse1pr::URA3 reporter, 5-FOA growth OD615, 2 d; analog-sensitive cbk1-as2 kinase mutant strain. inhibition, % at 50 µM. 190,000 compounds, 1.8% hits. AID 868;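 active means inhibition above a set limit, 3 SD over mean compound inhibition, cut at about 8.4% in these data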;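 further: 0% = DMSO-only wells with no growth and 100% = 10 µM 1-NA-PP1 full growth; inhibition rescues growth on 5-FOA so higher OD means more RAM inhibition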
TNAP inh hi DEA = blocks human TNAP under high phosphate acceptor concentration; P05186; purified TNAP, CDP-star luminescence, 1 M DEA; inhibition, % at 20 µM; 200,000 compounds, 0.03% hits;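 active means over 50% inhibition of tissue-nonspecific alkaline phosphatase at 20 µM in the single-dose screen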;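 further: plate controls were DMSO wells for no effect and EDTA-quenched wells as full inhibition for full effect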
Target sequence (P05186 whole entry, looked up): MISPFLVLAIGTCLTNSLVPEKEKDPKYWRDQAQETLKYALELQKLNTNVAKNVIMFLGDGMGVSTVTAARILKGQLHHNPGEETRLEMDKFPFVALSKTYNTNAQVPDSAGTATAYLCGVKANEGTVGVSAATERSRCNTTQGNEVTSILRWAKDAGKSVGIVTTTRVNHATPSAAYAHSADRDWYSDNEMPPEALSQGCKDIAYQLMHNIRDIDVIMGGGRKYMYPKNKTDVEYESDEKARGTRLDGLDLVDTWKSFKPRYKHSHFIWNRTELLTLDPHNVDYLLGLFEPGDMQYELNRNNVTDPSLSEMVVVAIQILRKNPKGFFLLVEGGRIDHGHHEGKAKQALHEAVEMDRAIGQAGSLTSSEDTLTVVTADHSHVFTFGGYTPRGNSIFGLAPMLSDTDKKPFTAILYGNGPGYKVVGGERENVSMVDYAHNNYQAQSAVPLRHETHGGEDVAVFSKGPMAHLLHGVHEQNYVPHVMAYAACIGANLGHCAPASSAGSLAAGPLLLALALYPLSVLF
TNAP inh noacc = blocks human TNAP activity with no phosphate acceptor present; P05186; purified TNAP, CDP-star luminescence, 30 min; inhibition, % at 20 µM; 200,000 compounds, 0.26% hits; AID 1012;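 active means tissue-nonspecific alkaline phosphatase inhibition above about 50% at 20 µM in the single-dose screen, limit read from the data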;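 further: 0% = DMSO negative control and 100% = EDTA positive control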
FLuc stim CS = firefly luciferase counter-screen for stimulation assays; 200,000 tested, under 10 active; P08659; ATPlite luciferase biochemical, luminescence, 10 min; 0 = ATP-free wells, 1 = DMSO control; activation factor at 10 µM;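 active means luciferase activation factor, scaled between plate controls, of at least 2 with compound at 10 µM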
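assay system = Luciferase/luciferin detection reagent, cell-free biochemical luciferase assay | also added = ATP substrate | times = 10 min post-reagent at room temperature | measured by = luminescence from luciferase reaction | measure = luciferase activation, seen as luminescence increase over controls | benchmarks = low control with PBS replacing ATP, high control enzyme plus ATP without compound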
bIAP inh = intestinal alkaline phosphatase (bovine) inhibition. 190,000 tested, under 10 active. purified bovine IAP, CDP-star luminescence, 30 min. AID 1019. inhibition, % at 20 µM;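 active means over 50% inhibition of intestinal alkaline phosphatase at 20 µM in the single-dose screen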
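System: Purified bovine intestinal alkaline phosphatase (IAP) enzyme | Input: IAP diluted 1/65,000,000 in the well | Also added: CDP-star chemiluminescent phosphatase substrate, 30 µM final | Dosing: 20 µM single dose | Times: Enzyme reaction for 30 min at room temperature | Detection: Luminescence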
FLuc inhib CS = inhibits firefly luciferase, flagging false hits in luciferase inhibition screens; P08659; ATPLite firefly luciferase biochemical luminescence, 10 min; inhibition, % at 10 µM; 200,000 compounds, 1.5% hits; AID 1006;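 active means inhibition above about 50% when tested at 10 µM, limit read from the data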
APP 5UTR inh = APP translation inhibition; SH-SY5Y APP 5'UTR-luciferase reporter, luminescence; inhibition, % at 2 µM; 190,000 compounds, 0.82% hits;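 active means inhibition above a set limit, derived from the sample mean plus 3 SD, cut at about 45% in these data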; further: values of inactives mirror those of a sister screen read the other way
TNAP act hi DEA = activators of human TNAP at high phosphate acceptor concentration; P05186; purified TNAP, CDP-star luminescence, 1 M DEA, 30 min; active compounds read high; 0 = EDTA background, 1 = DMSO-only activity; activation factor at 20 µM; 200,000 tested, under 10 active; AID 1136;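 active means activation factor at least 2 at 20 µM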
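Dosing: 20 µM single point. System: human TNAP. Amount: TNAP 1/800 final. Incubation: 30 min, room temperature. Read-out: TNAP activation factor scaled between EDTA and DMSO control wells. Signal: luminescence from CDP-star hydrolysis. Medium: 1 M DEA, pH 9.8, Mg2+, Zn2+. Control set: EDTA negative control, DMSO positive control.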
bIAP activator = intestinal alkaline phosphatase (bovine) activation | AID 1016 | activation factor at 20 µM | purified bovine IAP, CDP-star luminescence, 30 min; active compounds read high; fold of DMSO-control signal, blank-subtracted | 200,000 compounds, 0.17% hits;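 active means activation factor of 2 or more at 20 µM, a signal rise over negative controls twice the positive control's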
Lmaj promast = Leishmania major promastigote growth inhibition; AID 1063; inhibition, % at 10 µM; Leishmania major promastigotes, resazurin fluorescence viability; 200,000 compounds, 9% hits; in the data active means inhibition above about 50%;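 further: promastigotes grown with compound for 44 hours at 28 °C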
The depositor's hits bear a star; . = not tested or not shown.

SMILES | RAM network inh | TNAP inh hi DEA | TNAP inh noacc | FLuc stim CS | bIAP inh | FLuc inhib CS | APP 5UTR inh | TNAP act hi DEA | bIAP activator | Lmaj promast
C=CCn1c(-c2cc(OC)c(OC)c(OC)c2)n[nH]c1=S | -0.3 | -2 | 12 | 1 | 2 | -3 | 21 | 1 | 1 | 3
CC(C)(C)n1nc2c(c1NC(=O)c1ccc(S(=O)(=O)N3CCCC3)cc1)CS(=O)C2 (stereo not given) | 0.8 | 1 | -8 | 1 | -2 | -4 | -20 | 1 | 1 | -8
COc1cccc(OC)c1C(=O)Nc1nnc(-c2cccs2)s1 | 3.2 | -8 | -12 | 1.1 | -5 | -6 | -9 | 1.1 | 1.1 | -2
C=CCn1c(CCC(O)CCCCC)n[nH]c1=S (stereo not given) | 1.6 | -2 | 5 | 1 | 37 | -3 | 26 | 1 | 0.6 | 35
CC1(C)Cc2cccc(OCC(=O)NCCOc3ccccc3)c2O1 | -1.5 | -2 | -10 | 1.1 | 2 | -6 | -6 | 1 | 1 | 5
CC1(C)CC2c3cccc(C(=O)O)c3C(=O)N2c2c1ccc1ccccc21 (stereo not given) | 3.0 | 2 | -1 | 1 | 1 | -4 | -4 | 1 | 1 | -4
CC(NC(=O)c1ccc(C(F)(F)F)cc1)C(c1ccccc1)N1CCOCC1 (stereo not given) | 0.0 | -7 | -11 | 1.1 | -4 | -8 | -26 | 1.1 | 1 | 4
Cc1cccc(-c2ncc(CN3CCN(CCC(C)C)C(CCO)C3)cn2)c1 (stereo not given) | -0.9 | -7 | 0 | 1 | 5 | -3 | -18 | 1.1 | 1 | 74*
COc1cc(-c2nnc3sc(C4CCCCC4)nn23)cc(OC)c1OC | 8.3 | -4 | -9 | 1 | -6 | -2 | 8 | 1 | 1.1 | 49
Clc1ncc(CSc2ccccc2)s1 | -1.0 | -2 | -12 | 1.1 | 2 | -8 | -5 | 1 | 1 | 35

Reprinted from the part before: 3 compounds, followed by the next part.
SMILES | RAM network inh | TNAP inh hi DEA | TNAP inh noacc | FLuc stim CS | bIAP inh | FLuc inhib CS | APP 5UTR inh | TNAP act hi DEA | bIAP activator | Lmaj promast
Cc1cccc(-c2ncc(CN3CCN(CCC(C)C)C(CCO)C3)cn2)c1 (stereo not given) | -0.9 | -7 | 0 | 1 | 5 | -3 | -18 | 1.1 | 1 | 74*
COc1cc(-c2nnc3sc(C4CCCCC4)nn23)cc(OC)c1OC | 8.3 | -4 | -9 | 1 | -6 | -2 | 8 | 1 | 1.1 | 49
Clc1ncc(CSc2ccccc2)s1 | -1.0 | -2 | -12 | 1.1 | 2 | -8 | -5 | 1 | 1 | 35
Cn1c(O)c(C2=c3ccccc3=NC2=O)[nH]c1=S | 0.7 | 46 | 10 | 1 | 3 | 4 | -1 | 0.5 | 1 | -4
Brc1ccccc1OCCOc1cccc2cccnc12 | 1.0 | -5 | -12 | 0.9 | 11 | 7 | 0 | 1 | 0.9 | -1
COc1ccc(Br)cc1CN(C)CC(=O)Nc1cc([N+](=O)[O-])ccc1OC | 0.7 | 4 | -1 | 1 | 18 | 0 | -18 | 1 | 0.8 | 0
CCOC(=O)c1c(NC(C)=O)sc2c(O)cccc12 | -0.2 | -4 | -8 | 1.1 | -6 | -6 | 55* | 1 | 1.1 | -10
Cc1ccc(N2C(=O)/C(=C\c3ccc(C(C)C)cc3)N=C2SC2CCOC2=O)cc1 (stereo not given) | 4.5 | 2 | -2 | 1 | 12 | -1 | -7 | 1 | 0.9 | -4
COCCCN=C1NN=C(c2cc(C)n(Cc3ccccc3Cl)c2C)CS1 | -0.8 | -1 | -10 | 0.8 | -13 | 20 | 76* | 1 | 1.1 | 7
O=C(c1ccccc1O)N1N=C(c2ccccc2)CC1(O)C(F)(F)F (stereo not given) | -0.4 | 1 | -30 | 1 | 4 | -3 | -14 | 1 | 1 | 4
Cc1ccc(C(=O)N2CCN(Cc3ccc4c(c3)OCO4)CC2)cc1[N+](=O)[O-] | -0.8 | -5 | -9 | 1 | -24 | -4 | 5 | 1 | 1.2 | 23
Cc1ccc(C(=O)N/C(=C\c2cccs2)c2nc3ccccc3[nH]2)cc1 | 4.4 | 1 | -9 | 1 | 0 | 0 | -9 | 1 | 1 | 7
COc1cccc(/C=C/C(=O)OCC(=O)c2c[nH]c3ccccc23)c1OC | 4.3 | -2 | -8 | 1.1 | 4 | -6 | -11 | 1 | 1 | -2
N#C/C(=C\c1ccc(OC(=O)c2cccs2)cc1)c1nc2ccccc2[nH]1 | 3.9 | 4 | 5 | 0.9 | 18 | 11 | -47 | 1 | 0.8 | 32
NC(=O)Cc1ccc(C(=O)c2ccc(F)cc2)s1 | 1.1 | -4 | -7 | 1 | 7 | -2 | 12 | 1 | 0.9 | -10
COc1ccc(C)cc1NC(=O)c1cc2ccccc2cc1OCC(=O)NCc1ccco1 | 0.4 | -7 | -9 | 1 | 6 | -4 | -9 | 1.1 | 0.9 | -1
COc1ccccc1NC(=O)C1=C(C)Nc2nnnn2C1c1ccccc1OC (stereo not given) | 0.1 | 2 | -2 | 1 | 3 | -1 | 13 | 1 | 1 | 4
Cc1cc(C)nc(CCNC(=O)c2cc(COc3ccc(F)cc3F)on2)n1 | 1.0 | -8 | -11 | 1.1 | 2 | -5 | -6 | 1.1 | 1 | 2
c1coc(Cn2c(-c3ccco3)nc3ccccc32)c1 | 0.8 | -6 | -10 | 1 | 7 | 4 | -14 | 1.1 | 0.9 | 7
Cn1nc(-c2ccc(Cl)cc2)c2cc(C(=O)NCCN3CCOCC3)sc21 | 1.9 | -8 | -1 | 1 | -23 | -2 | . | 1.1 | 1.2 | 13
Cc1csc(NC(=S)Nc2cccc(Cl)c2)n1 | 3.2 | 1 | -47 | 0.9 | 0 | 12 | -51 | 1 | 1 | 9
COc1ccccc1C1CCCN1Cc1nc(-c2ccc(C)s2)oc1C (stereo not given) | 2.5 | -6 | -10 | 1.1 | 7 | -7 | -16 | 1.1 | 0.9 | 47
COc1ccc(CCNc2c(N)n(Cc3ccccc3)c(=O)[nH]c2=O)cc1OC | 0.9 | -4 | -7 | 1.1 | -2 | -6 | -16 | 1 | 1 | -3

3 compounds from above, limited to bIAP activator.
smiles	bIAP activator
Cn1nc(-c2ccc(Cl)cc2)c2cc(C(=O)NCCN3CCOCC3)sc21	1.2
COc1ccccc1C1CCCN1Cc1nc(-c2ccc(C)s2)oc1C (stereo not given)	0.9
Cc1csc(NC(=S)Nc2cccc(Cl)c2)n1	1

Further structures.
SMILES | RAM network inh | TNAP inh hi DEA | TNAP inh noacc | FLuc stim CS | bIAP inh | FLuc inhib CS | APP 5UTR inh | TNAP act hi DEA | bIAP activator | Lmaj promast
CN1CCN(CCCN(Cc2cccs2)C(=S)Nc2ccc(Cl)cc2)CC1 | -0.6 | -3 | -7 | 1.1 | -14 | -7 | -10 | 1 | 1.1 | 19
CC(C)CCN(C)C1CCN(S(=O)(=O)c2ccc(F)cc2)CC1 | 0.7 | -3 | -18 | 1 | -1 | -2 | 18 | 1 | 1 | 95*
Cc1cc(NC(=O)COc2ccc(N(C)S(=O)(=O)c3ccccc3)cc2)no1 | 0.5 | 0 | -12 | 1 | 6 | -2 | 17 | 1 | 0.9 | 0
O=C(CC(c1ccccc1)c1cc(Cl)ccc1O)N1CCOCC1 (stereo not given) | 0.8 | -3 | -4 | 1.1 | 9 | -9 | -3 | 1 | 0.9 | -3
COCCn1c(C)cc(C(=O)CSc2cc(C)c3ccc(OC)cc3n2)c1C | 4.6 | -6 | -7 | 0.8 | 35 | 16 | 10 | 1.1 | 0.6 | -2
COC(=O)c1ccc2c(=O)[nH]c(CSc3nc(C)cs3)nc2c1 | -0.7 | -2 | -4 | 1 | -9 | 1 | -4 | 1 | 1.1 | -8
COc1ccc(OC)c(C2CC(=O)c3c([nH]c(C(=O)OC(C)C)c3C)C2)c1 (stereo not given) | 1.7 | -3 | -13 | 1 | -12 | 1 | 95* | 1 | 1.1 | 10
COc1ccc(Nc2nc(N)nc(CN3CCN(c4ccc(F)cc4)CC3)n2)cc1 | 1.8 | -2 | -7 | 1 | -4 | -3 | -32 | 1 | 1 | -4
COc1ccc([N+](=O)[O-])cc1NC(=O)c1ccc(C)o1 | 1.7 | -4 | -9 | 1 | 7 | -4 | -8 | 1 | 0.9 | 7
Clc1ccc(CSc2nnc(/C=C/c3ccccc3)o2)cc1 | 13* | 3 | -4 | 1 | 12 | -1 | 3 | 1 | 0.9 | -9
COc1oc(-c2ccccc2C)nc1C(F)(F)F | -0.1 | -2 | -9 | 1 | -7 | -4 | 12 | 1 | 1.1 | 2
CC(C)(C)NC(=O)NC(=O)COC(=O)Cc1c(F)cccc1Cl | 1.2 | -5 | -3 | 1.1 | -4 | -6 | 14 | 1 | 1 | 2
CCOc1cc(/C=C2\C(=O)N(CCC#N)N=C2C)ccc1OCC(N)=O | -1.4 | -5 | -10 | 1.1 | 3 | -9 | -8 | 1.1 | 1 | -7
COc1ccccc1COC(=O)N/C=C/c1ccco1 | 2.3 | 4 | -35 | 0.8 | 6 | 24 | -9 | 1 | 0.9 | -6
CCc1cc(C(=O)N2CCOCC2)c(NC2=NS(=O)(=O)c3ccccc32)s1 | 4.0 | -8 | -9 | 1.1 | 8 | -8 | 12 | 1.1 | 0.9 | -7
CCNC(=O)NC(=O)C(C)OC(=O)CCCc1nc2ccccc2s1 (stereo not given) | 0.4 | -3 | -8 | 1.1 | -6 | -5 | 18 | 1 | 1.1 | 6
COC(=O)/C(C(C)=O)=C(/C=C/C=C/N(C)C)N(C)C | 0.0 | 3 | 2 | 1.1 | 26 | -6 | -8 | 1 | 0.7 | 2
O=c1[nH]c(CSc2ncc(-c3ccc(F)cc3)n2Cc2ccco2)nc2ccccc12 | 0.0 | -6 | -12 | 1.1 | 24 | -5 | 7 | 1.1 | 0.8 | -5
